PAFAH1B2 inh – inhibitors of human PAFAH1B2 | recombinant PAFAH1B2, FP-rhodamine activity probe, fluorescence polarization | 340,000 tested, 1.2% active | P68402 | inhibition, % at 3.39 µM | AID 492953;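 active = inhibition above the mean of all tested compounds plus 3 SD, cut at about 24% in these data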;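 also: 0% = enzyme with DMSO and 100% = wells lacking PAFAH1B2; many of its hits are not listed in these tables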
Target sequence (P68402 whole entry, looked up): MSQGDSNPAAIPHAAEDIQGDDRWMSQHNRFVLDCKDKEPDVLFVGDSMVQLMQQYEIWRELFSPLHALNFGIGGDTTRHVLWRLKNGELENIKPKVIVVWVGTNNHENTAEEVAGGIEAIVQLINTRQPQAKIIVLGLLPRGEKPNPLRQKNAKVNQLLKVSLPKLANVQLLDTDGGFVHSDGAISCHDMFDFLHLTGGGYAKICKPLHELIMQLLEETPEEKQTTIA
PAFAH2 FP inh – PAFAH2 (human) inhibition. inhibition, % at 3.39 µM. Q99487. recombinant PAFAH2, FP-rhodamine activity probe, fluorescence polarization. 340,000 tested, 0.99% active;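 active = inhibition above the mean over all tested compounds plus 3 SD, cut at about 30% in these data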;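 also: inhibitors block probe labeling of enzyme so polarization drops; 0% = enzyme with DMSO and 100% = wells lacking PAFAH2 protein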
pPAFAH FP inh – inhibitors of human plasma PAF acetylhydrolase (pPAFAH); AID 463082; 330,000 tested, 1.5% active; Q13093; recombinant pPAFAH, FP-rhodamine probe fluorescence polarization; inhibition, % at 3.39 µM;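 active = inhibition above the mean inhibition across the screen plus 3 SD, cut at about 25% in these data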;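 also: inhibitors block binding of the rhodamine activity-based probe so polarization drops; 0% = enzyme with DMSO and 100% = wells lacking pPAFAH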
Target sequence (Q13093 whole entry, looked up): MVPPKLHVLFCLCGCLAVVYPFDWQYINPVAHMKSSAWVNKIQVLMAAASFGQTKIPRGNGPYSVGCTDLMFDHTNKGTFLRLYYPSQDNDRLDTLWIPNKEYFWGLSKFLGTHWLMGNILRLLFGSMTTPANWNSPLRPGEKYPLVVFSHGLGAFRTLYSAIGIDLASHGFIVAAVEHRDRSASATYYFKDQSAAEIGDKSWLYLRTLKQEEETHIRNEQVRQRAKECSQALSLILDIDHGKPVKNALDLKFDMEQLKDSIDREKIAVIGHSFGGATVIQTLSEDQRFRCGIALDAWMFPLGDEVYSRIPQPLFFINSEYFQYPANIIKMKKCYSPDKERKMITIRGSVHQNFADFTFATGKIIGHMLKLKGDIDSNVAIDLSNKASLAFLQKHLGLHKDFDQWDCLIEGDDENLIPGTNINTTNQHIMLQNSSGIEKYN
PME-1 primary – blocks human protein phosphatase methylesterase 1; 320,000 tested, 0.53% active; AID 2130; Q9Y570; recombinant PME-1, FP-Rh probe fluorescence polarization; inhibition, % at 5.9 µM;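 active = inhibition above the campaign mean of all compounds plus 3 SD, cut at about 26% in these data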;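 also: competitive labeling of PME-1 active site by serine hydrolase directed probe; 0% = PME-1 with DMSO and 100% = wells lacking PME-1 enzyme; inhibitors block probe labeling so polarization falls and inhibition rises; many of its hits are not listed in these tables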
LYPLA1 counter – blocks human lysophospholipase 1, a PME1 counter-screen; O75608; recombinant LYPLA1, FP-Rh probe fluorescence polarization; inhibition, % at 5.9 µM; 320,000 tested, 0.16% active; AID 2174;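 active = inhibition above the mean of all tested compounds plus 3 SD, set per campaign, cut at about 14% in these data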;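 also: inhibitors block serine hydrolase probe labeling of LYPLA1 so polarization falls; 0% = enzyme with DMSO and 100% = wells lacking LYPLA1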
PAD4 FP inh – blocks human protein arginine deiminase 4; Q9UM07; recombinant PAD4, RCA probe fluorescence polarization; inhibition, % at 6.36 µM; 330,000 tested, 0.41% active; AID 485272;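 active = percent inhibition above a cutoff equal to the mean of all tested compounds plus 3 SD, cut at about 15% in these data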;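 also: 0% = PAD4 with RCA probe and DMSO and 100% = probe without PAD4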
PAFAH1B3 inh – inhibitors of human PAFAH1B3. recombinant PAFAH1B3, FP-rhodamine probe, fluorescence polarization. Q15102. AID 492972. inhibition, % at 3.39 µM. 340,000 tested, 0.28% active;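 active = inhibition above the screen-wide average of all tested compounds plus 3 SD, cut at about 25% in these data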;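 also: 0% = enzyme with DMSO only and 100% = wells lacking PAFAH1B3 protein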
Fam108B inh – Fam108B inhibition, counter-screen for RBBP9 inhibitors | recombinant Fam108B, FP-Rh probe fluorescence polarization | inhibition, % at 9.51 µM | 300,000 tested, 0.33% active | AID 1947;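 active = inhibition above the screen mean inhibition plus 3 SD, computed separately per campaign, cut at about 18% in these data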;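 also: inhibitors lower polarization as less probe binds the enzyme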
GSTO1 inh – blocks human GSTO1 in RBBP9 counter-screen | P78417 | recombinant GSTO1, activity-based probe fluorescence polarization | inhibition, % at 5.96 µM | 300,000 tested, 1.1% active;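 active = inhibition above the campaign mean inhibition plus 3 SD, cut at about 35% in these data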;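 also: 0% = GSTO1-1 with DMSO and 100% = wells lacking GSTO1-1 enzyme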
Target sequence (P78417 whole entry, looked up): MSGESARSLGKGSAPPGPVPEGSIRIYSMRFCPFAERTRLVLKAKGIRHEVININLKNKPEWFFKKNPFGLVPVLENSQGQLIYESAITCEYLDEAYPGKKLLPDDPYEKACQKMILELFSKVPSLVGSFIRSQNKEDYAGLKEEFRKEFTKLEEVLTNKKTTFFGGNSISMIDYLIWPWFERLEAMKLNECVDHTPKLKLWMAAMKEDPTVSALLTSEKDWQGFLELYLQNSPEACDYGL
An asterisk follows results filed as active; . = no result given. Only part of the results is shown (hit frequency here may not be typical).

Every second line gives: PAFAH1B2 inh	PAFAH2 FP inh	pPAFAH FP inh	PME-1 primary	LYPLA1 counter	PAD4 FP inh	PAFAH1B3 inh	Fam108B inh	GSTO1 inh
- O=C(Nc1ccc(Oc2ncnc3cc(Cl)ccc23)nc1)Nc1cccc(C(F)(F)F)c1
  1	-6	-1	-2	-2	1	-4	-4	2
- COc1ccc(/C=C/C(=O)NC(=S)Nc2ccc(S(=O)(=O)N=C(N)N)cc2)cc1OC
  -40	-73	-22	-125	-50	3	-70	-98	-13
- N=C(CC1CC(=O)NC(=O)C1)C1=C(O)CCCC1=O
  0	3	-2	-4	4	2	1	-2	-2
- CSc1nc(SC(C)C(=O)O)c2c3c(sc2n1)COC(C)(C)C3 (stereo not drawn)
  6	-2	0	-5	0	0	3	-4	-17
- COc1cc(CN2CCCC(CO)(Cc3ccccc3)C2)ccc1O (stereo not drawn)
  6	-9	4	1	-1	-1	2	-3	2
- CCCN(C(=O)c1ccc(N2CCCC2=O)cc1)C1CCS(=O)(=O)C1 (stereo not drawn)
  -6	8	3	-4	-3	2	2	.	.
- COC(=O)C(NC(C)=O)(Nc1nc2c(s1)CCCC2)C(F)(F)F (stereo not drawn)
  3	-2	3	-5	0	5	-2	-1	9
- COc1cccc(C(=O)CC(C(=O)O)c2ccc(Cl)cc2)c1 (stereo not drawn)
  1	4	1	0	-1	0	0	0	4
- c1ccc(CSc2ccc(-c3ccccn3)nn2)cc1
  5	4	2	1	-1	-1	7	-2	5
- CCC1CC(CSC(=N)N)OC1=O (stereo not drawn)
  .	.	2	-3	-1	-4	.	1	15
- COC(=O)c1ccc(NS(=O)(=O)c2ccc(S(=O)(=O)N3CCOCC3)cc2)cc1
  16	8	-3	.	.	1	10	.	.
- COc1ccccc1NC(=O)CSc1nnc(NC(=O)c2ccco2)s1
  0	-15	2	-9	1	-5	5	1	-1
- O=c1ccnc(SCc2ccccc2Cl)[nH]1
  9	11	-4	4	5	-3	6	0	-3
- O=C(Nc1ccc(C(=O)O)cc1)Nc1ccc(F)cc1F
  2	-1	4	-1	0	-6	2	0	0
- COc1ccccc1-c1c(C)[nH]n2c(=O)c(Cc3ccccc3)c(C)nc12
  6	7	3	-1	2	-1	5	-2	2
- CN(C)C(CNC(=O)c1ccc(NC(=O)c2cccs2)cc1)c1ccccc1 (stereo not drawn)
  5	-7	8	2	-4	-3	4	3	-1
- CCOC(=O)N1CCC(n2c(SCC(=O)NCc3ccccc3)nc3ccccc3c2=O)CC1
  4	-1	5	10	-2	-2	3	-4	-5
- Cc1nnc(SCC(=O)Nc2ccc(S(=O)(=O)N3CCCC3)cc2)n1N
  1	-8	-9	-7	-5	-3	3	-4	7
- COc1cc(C(=O)O/N=C(\N)c2cccc([N+](=O)[O-])c2)cc(OC)c1OC
  1	9	3	1	-1	5	8	-1	0
- O=C1NN(c2ccccc2)C(=O)/C1=C\c1cccn1-c1ccc(Cl)c([N+](=O)[O-])c1
  17	24	6	3	3	-1	10	4	10
- CCC(CC)c1nnc(NC(=O)c2ccc(S(=O)(=O)N3CCc4ccccc4C3)cc2)s1
  3	-2	2	-6	-2	0	4	-2	1
- O=C(N/N=C(\Cc1ncc[nH]1)c1ccccc1)c1ccncc1
  1	-7	1	3	-2	-1	-1	1	4
- CC1CCCN(C(=O)C2CCN(S(=O)(=O)c3ccc4c(c3)CC(C)N4C(=O)C3CC3)CC2)C1 (stereo not drawn)
  1	3	2	0	2	-5	6	0	1
- Cc1nc(NCCN2CCOCC2)c2oc3ccccc3c2n1
  0	2	0	1	-1	3	4	-4	9
- Cc1cc(C)c2nc(NC(=O)C3CCCO3)sc2c1 (stereo not drawn)
  0	-3	5	1	-2	0	2	1	4
- CCOC(=O)C1CCN(c2cc3c(cc2NC(=O)c2ccc(F)cc2)n(C)c(=O)n3C)CC1
  -4	3	3	-6	2	-3	11	1	2
- COc1ccc(CCn2c(C)cc(C(=O)CSc3nnnn3-c3ccccc3)c2C)cc1
  2	-3	5	-2	-2	-2	-5	-2	4
- CCCNC(=S)NC1CC2CCC(C1)N2Cc1ccccc1 (stereo not drawn)
  4	1	3	5	1	1	4	0	1
- CCOC(=O)N1CCN(C(=O)COc2ccc(S(=O)(=O)NCc3ccccc3)cc2)CC1
  1	-3	17	4	2	-2	3	-3	-1
- Cc1cccc(NC(=O)c2ccc(S(=O)(=O)NCc3ccco3)cc2)n1
  -2	6	1	2	-3	0	-4	.	.

As entered above.
LYPLA1 counter, O=C(N/N=C(\Cc1ncc[nH]1)c1ccccc1)c1ccncc1 is entered as -2
pPAFAH FP inh, Cc1cccc(NC(=O)c2ccc(S(=O)(=O)NCc3ccco3)cc2)n1 is entered as 1

More entries:
Every second line gives: PAFAH1B2 inh	PAFAH2 FP inh	pPAFAH FP inh	PME-1 primary	LYPLA1 counter	PAD4 FP inh	PAFAH1B3 inh	Fam108B inh	GSTO1 inh
- C/C(=N\NC(=O)c1ccoc1C)c1cccc2ccccc12
  -4	3	7	-2	0	1	6	1	7
- CN(C)CCNC(=O)/C(=C/c1cccc([N+](=O)[O-])c1)NC(=O)c1ccccc1
  -1	4	4	0	-3	-3	-4	3	-5
- COc1ccc(-c2cc(-c3ccccc3)c(C#N)c(SCC(=O)O)n2)cc1
  7	-5	1	-3	-1	-1	7	-5	-13
- Cc1ccc(CNC(=O)CCC(=O)Nc2nnc(C)s2)cc1
  -3	4	-1	2	3	0	-1	-1	4
- Cc1cc(NC(=O)CSc2nc3ccccc3cc2C#N)no1
  -12	-43	5	23	-3	1	-18	-17	6
- O=C(C1CC1)N(CCc1ccccc1)Cc1nc2ccccc2c(=O)[nH]1
  4	9	2	-4	4	3	7	-1	-7
- Fc1ccc(CNC(=S)NC2CCCCC2)cc1
  1	-2	3	-2	3	2	-3	-2	5
- COC(=O)c1nn(-c2cccc(C(F)(F)F)c2)c(=O)cc1Sc1ccccn1
  3	8	-2	-2	-2	-3	1	-3	3
- O=C(C1CCN(S(=O)(=O)N2CCOCC2)CC1)N1CCc2ccccc21
  .	.	-3	-1	3	-2	.	0	-8
- COc1ccc(CCC(=O)N2CCN(c3cccc(C)c3C)CC2)cc1
  -3	-8	5	2	1	-4	10	2	-3
- COC(=O)CNc1nc(Cl)nc(Nc2ccc(C)cc2)n1
  4	6	1	-2	0	-3	8	-2	3
- CCOC(=O)C1C(=O)NC(c2ccccc2)=NC1c1ccc(F)cc1 (stereo not drawn)
  5	0	2	-3	1	-4	4	-3	-11
- Cc1cccc(N2CCN(c3cc(C)nc4nnnn34)CC2C)c1 (stereo not drawn)
  6	8	2	-3	-2	0	4	3	4
- O=C(c1ccco1)N1CCN(C(=O)N2CCCCC2)CC1
  3	-1	1	-7	-2	0	2	2	0
- CCOc1ccc(CN2CCN(Cc3c[nH]c4ccccc34)CC2)cc1
  3	0	5	8	2	-19	5	-1	4
- CC(=O)Nc1nc(-c2ccc3ccccc3c2)cs1
  -2	-7	3	-3	4	-3	10	-5	-5
- COc1cccc2cc(C(=O)C3=C(O)C(=O)N(CCN(C)C)C3c3ccc(Cl)cc3)oc12 (stereo not drawn)
  1	5	3	4	1	2	0	0	-6
- Cc1cc(C(=O)NC2CC(C)(C)Cc3c2cnn3-c2ccc(F)cc2)nn1C (stereo not drawn)
  -5	0	0	2	3	-4	5	2	-4
- Cc1cccc(NC(=O)C2CCCN(S(=O)(=O)c3ccc4[nH]c(=O)ccc4c3)C2)c1 (stereo not drawn)
  3	-8	4	2	-1	0	5	3	-65
- CCCN(CCC)C(=O)C1CCC(CNS(=O)(=O)c2cccc3nsnc23)CC1 (stereo not drawn)
  5	-2	6	-3	2	0	9	-3	6
- CC(NCc1ccc(S(N)(=O)=O)cc1)C(=O)Nc1cccc(Cl)c1 (stereo not drawn)
  1	0	0	3	1	-3	4	2	-5
- Cc1ccc(NS(=O)(=O)c2cn(C)c(=O)n(C)c2=O)c(C)c1
  5	1	2	1	3	-1	1	3	1
- Cc1cccc(C)c1NC(=O)CCCSc1nnc(-c2ccc(F)cc2)n1-c1ccccc1
  18	3	6	-3	-2	-3	3	-3	1
- COc1cccc(CNC(=O)[C@@H](C)N2C(=O)N3CCc4c([nH]c5ccc(OC)cc45)C3(C)C2=O)c1 (stereo partly drawn)
  -4	-4	4	-1	-1	0	17	-1	-9
- CCc1nnc(NC(=O)CSc2nnc(CNc3cccc(Cl)c3)n2CC)s1
  9	4	-2	-1	1	1	10	-5	5
- O=[N+]([O-])c1cccc(S(=O)(=O)NCCOc2cccc3cccnc23)c1
  2	6	3	2	-1	-1	5	-3	-2
- O=C1CCCN1C(=O)CSc1nnnn1-c1ccccc1
  12	37*	2	4	-2	-6	6	.	.
- COC(=O)c1ccccc1NC(=O)CN1C(=O)C2CCCN2c2ncc(Cl)cc21 (stereo not drawn)
  .	.	3	-18	-12	-7	.	-7	-19
- Cn1c(=O)[nH]c(=O)c2c1nc(N1CCCCC1)n2CC(O)COc1ccc([N+](=O)[O-])cc1 (stereo not drawn)
  -1	0	0	-1	-3	-3	12	3	-6
- O=C(O)c1cc([N+](=O)[O-])ccc1NCc1ccccn1
  -3	0	-3	11	0	3	7	4	2
- COC(=O)Cn1c(CCS(=O)(=O)c2ccc(Cl)cc2)nc2ccccc21
  9	3	3	1	0	-4	3	2	-5
- Cc1ccc(NC(=O)/C(=C/c2cccs2)NC(=O)c2ccco2)c(C)c1
  -2	-5	-6	-7	1	7	-1	-1	5
- C/C(=N\NC(=O)COc1ccccc1-c1ccccc1)c1ccc(O)cc1O
  9	10	13	12	-10	0	15	-1	8
